Screening results deposited in PubChem BioAssay by several laboratories.
procasp3 activ – activates human procaspase-3; P42574; recombinant procaspase-3 D3A, Ac-DEVD-pNA absorbance 405 nm; activation, % at 8.5 µM; hit rate 0.11% among 330,000;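 active = activation above the mean of all tested compounds plus 3 SD, cut at about 21% in these data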;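 note: 0% = DMSO alone and 100% = DMSO wells spiked with extra 5 µM PC-3 D3A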
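Evaluation: percent activation relative to control range; Material: Procaspase-3 D3A mutant, all three cleavage aspartates alanine; Compound: single dose, 8.5 µM nominal compound, 0.8% DMSO; Replication: one well per compound; Signal: absorbance at 405 nm, 0 and 120 min; Schedule: 1 h preincubation plus 2 h reaction at 25 °C.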
EBNA-1 inh – blocks EBNA-1 binding to DNA; inhibition, % at 14.8 µM; EBNA-1 DNA binding, fluorescence polarization; hit rate 0.34% among 300,000; in the data active = inhibition above about 28%
procasp7 counter – activates human procaspase-7, counter-screen for procaspase-3 activators; activation, % at 8.5 µM; AID 463210; P55210; hit rate 0.093% among 330,000; recombinant procaspase-7, Ac-DEVD-pNA absorbance 405 nm; D23A/D198A/D206A triple mutant, cannot self-cleave; scale: DMSO 0, 5 µM enzyme 100;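 active = percent activation above the screen-wide mean plus 3 SD, cut at about 25% in these data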
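System: Uncleavable procaspase-7 mutant enzyme; Amount: 2 µM procaspase-7 mutant as dispensed; Schedule: 1 h compound preincubation, 2 h substrate cleavage, 25 °C; Measured by: 405 nm absorbance of p-nitroaniline; Evaluation: percent activation from buffer-corrected 0–120 min absorbance change; Control set: low DMSO alone, high DMSO plus 5 µM PC-7.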
AHR activator – human AHR activation; P35869; AHR-responsive luciferase reporter cells, luminescence; activation, % at 5 µM; hit rate 2.5% among 320,000; AID 2796; in the data active = activation above about 47%;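 note: 0% = vehicle wells and 100% = reference agonist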
LAP4 TOR yeast – alters LAP4-GFP fluorescence in TOR pathway yeast screen. hit rate 0.34% among 320,000. AID 2023. S. cerevisiae LAP4-GFP multiplex, flow cytometry GFP, 3 h; median GFP as percent of DMSO wells. GFP response vs DMSO, % at 10 µM;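 active = GFP response vs DMSO above a set limit, about the screen mean plus 3 SD, cut at about 150% in these data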
ZTA DNA inh – ZTA (EBV) inhibition in EBNA-1 counter-screen; ZTA-DNA binding, fluorescence polarization; P03206; hit rate 0.15% among 320,000; AID 2234; inhibition, % at 11 µM; in the data active = inhibition above about 33%
MEP2 TOR yeast – modulators of TOR pathway MEP2-GFP in S. cerevisiae | GFP response vs DMSO, % at 10 µM | hit rate 0.51% among 330,000 | AID 2016 | S. cerevisiae MEP2-GFP strain, flow cytometry GFP, 3 h; 100% = DMSO control level;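 active = GFP response versus DMSO above a set limit, roughly screen mean plus 3 SD, cut at about 180% in these data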;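 note: median GFP fluorescence of the barcode-gated MEP2-GFP cells per well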
RPL19A TOR yeast – alters RPL19A-GFP fluorescence in TOR pathway yeast screen | percent response vs DMSO, % at 10 µM | AID 2025 | S. cerevisiae RPL19A-GFP strain, flow cytometry, 3 h; active compounds read low | hit rate 0.3% among 330,000;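 active = percent response vs DMSO below 50%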;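 note: median channel GFP fluorescence of the barcoded RPL19A-GFP strain; ratio of sample median GFP to plate DMSO average so 100% = DMSO; lower means less RPL19A-GFP as with rapamycin TOR inhibition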
Numbers without * were called inactive; . = not tested or not shown.

Preview (2 entries):
1	O=C(Nc1cccc2c1C(=O)NC2=O)c1ccc(N2C(=O)CCC2=O)cc1
2	CC(C)(C)c1ccc(/C=N/NC(=O)C(=O)NCCCN2CCOCC2)cc1
Screen / compound no. | 1 | 2
procasp7 counter | -4 | -3
MEP2 TOR yeast | 98 | 107
LAP4 TOR yeast | 92 | 94
ZTA DNA inh | -7 | 9
procasp3 activ | 2 | 2
EBNA-1 inh | -4 | 7
RPL19A TOR yeast | 96 | 106
AHR activator | 1 | -1

Main list, from the first entry:
1	O=C(Nc1cccc2c1C(=O)NC2=O)c1ccc(N2C(=O)CCC2=O)cc1
2	CC(C)(C)c1ccc(/C=N/NC(=O)C(=O)NCCCN2CCOCC2)cc1
3	Cn1nc(-c2ccc(Cl)cc2)cc1NC(=O)Nc1ccccc1
4	CC(=O)NNc1[nH]c2c(c(=O)c1[N+](=O)[O-])c(=O)n(C)c(=O)n2C
5	O=C(O)Cn1nc(-c2ccccc2)cc1-c1ccccc1
6	Cc1cccc(C)c1NC(=O)COC(=O)c1cccc2c1C(=O)c1ccccc1C2=O
7	CC(=O)c1cccc(NC(=O)C2CCCN(S(=O)(=O)c3cccc4nonc34)C2)c1 (stereo not given)
8	CC(C)c1ccc(/C=N/NC(=O)c2cc(-c3cccc([N+](=O)[O-])c3)n[nH]2)cc1
Screen / compound no. | 1 | 2 | 3 | 4 | 5 | 6 | 7 | 8
procasp7 counter | -4 | -3 | -8 | 11 | -8 | 1 | -6 | 6
MEP2 TOR yeast | 98 | 107 | 102 | 115 | 109 | 111 | 102 | 101
LAP4 TOR yeast | 92 | 94 | 105 | 110 | 95 | 90 | 85 | 108
ZTA DNA inh | -7 | 9 | -4 | 5 | 6 | 2 | 9 | -5
procasp3 activ | 2 | 2 | 8 | -1 | 2 | 0 | 5 | -1
EBNA-1 inh | -4 | 7 | -12 | 8 | -5 | -8 | -5 | -4
RPL19A TOR yeast | 96 | 106 | 98 | 108 | 104 | 105 | 98 | 100
AHR activator | 1 | -1 | 32 | 3 | 7 | -5 | 5 | 20

Entries of single compounds, quoted from the list.
`O=C(O)Cn1nc(-c2ccccc2)cc1-c1ccccc1` across the screens: procasp7 counter = -8; MEP2 TOR yeast = 109; LAP4 TOR yeast = 95; ZTA DNA inh = 6; procasp3 activ = 2; EBNA-1 inh = -5; RPL19A TOR yeast = 104; AHR activator = 7
`CC(=O)c1cccc(NC(=O)C2CCCN(S(=O)(=O)c3cccc4nonc34)C2)c1` (stereo not given) across the screens: procasp7 counter = -6; MEP2 TOR yeast = 102; LAP4 TOR yeast = 85; ZTA DNA inh = 9; procasp3 activ = 5; EBNA-1 inh = -5; RPL19A TOR yeast = 98; AHR activator = 5

Additional compounds follow.
9	COC(=O)C1=C(C)NC(=O)NC1c1cccc(OC)c1OCc1ccccc1 (stereo not given)
10	O=C(CN(C(=O)c1csnn1)c1cccc(Cl)c1)NC1CCCC1
11	CN(C)c1nc(SCc2ccc(Cl)cc2)nc2c1CCCC2
12	Nc1ccccc1C#Cc1ccc([N+](=O)[O-])cc1
13	Cc1ccc(C)c(N2CCN(C(=O)CCS(=O)(=O)c3ccc4c(c3)CCN4C(=O)C3CC3)CC2)c1
14	CCn1ccnc1CN(C)Cc1nc(-c2ccc3c(c2)OCO3)no1
15	O=C(CSc1nc2ccccc2c(=O)n1-c1ccccc1Cl)Nc1cccc(S(=O)(=O)N2CCOCC2)c1
16	CNS(=O)(=O)c1cccc(C(=O)OCC(=O)c2cc3ccccc3o2)c1
Screen / compound no. | 9 | 10 | 11 | 12 | 13 | 14 | 15 | 16
procasp7 counter | 2 | 2 | 9 | -4 | -17 | -1 | -7 | 3
MEP2 TOR yeast | 109 | 127 | 105 | 95 | 104 | 97 | 101 | 100
LAP4 TOR yeast | 101 | 112 | 105 | 118 | 102 | 97 | 95 | 101
ZTA DNA inh | 18 | -25 | -4 | -7 | -7 | -7 | -1 | 0
procasp3 activ | -6 | -2 | 1 | -11 | 8 | 4 | 1 | 4
EBNA-1 inh | 10 | 1 | 6 | -5 | 0 | -1 | -8 | -13
RPL19A TOR yeast | 96 | 105 | 94 | 91 | 100 | 100 | 103 | 95
AHR activator | -1 | -1 | 1 | 10 | -2 | 87* | 3 | 14

17	CC(C)CCn1c(Br)nc2c1c(=O)n(CC(N)=O)c(=O)n2C
18	CCCc1cc(=O)[nH]c(SCC(=O)Nc2ccc(C)c(S(=O)(=O)N3CCCCC3)c2)n1
19	Cc1ccc(N2CC(C(N)=O)CC2=O)cc1 (stereo not given)
20	Cc1ccc(SCCC(=O)NCc2ccco2)cc1
21	C#CCNC(=O)C1=C[C@H](c2ccc3c(c2)OCO3)C[C@H](OCCCCO)O1
22	CCOc1ccc2nc(C(=O)N3CCCC(C)C3)sc2c1 (stereo not given)
23	CNC(=O)c1cc2ccccc2o1
24	CC(NC(=S)Nc1c(Br)cccc1OC(F)F)C(C)(C)C (stereo not given)
Screen / compound no. | 17 | 18 | 19 | 20 | 21 | 22 | 23 | 24
procasp7 counter | 2 | -5 | -9 | 2 | -1 | 7 | 6 | -2
MEP2 TOR yeast | 100 | 98 | 101 | 93 | 96 | 97 | 94 | 109
LAP4 TOR yeast | 101 | 104 | 101 | 96 | 112 | 103 | 92 | 104
ZTA DNA inh | -13 | 14 | -3 | -10 | 3 | 15 | -14 | -17
procasp3 activ | -5 | -2 | -4 | -37 | -4 | 8 | 6 | -6
EBNA-1 inh | 1 | . | 10 | 0 | 5 | 11 | -8 | 1
RPL19A TOR yeast | 106 | 96 | 100 | 94 | 105 | 102 | 95 | 106
AHR activator | -1 | 1 | -3 | -1 | 18 | 3 | 5 | 3

Down the list, quoted from above.
AHR activator for nos. 20–23 → -1, 18, 3, 5

Next part:
25	FC(F)(F)c1ccc(NC(=S)NC2CCCCC2)cc1
26	N#CCC(=O)Nc1ccc(C(=O)Nc2ccc3c(c2)OCO3)cc1
27	Cc1oc(-c2ccccc2)nc1C(=O)N1CCN(c2ccc(F)cc2)CC1
28	Cc1cc(C)cc(NC(=O)CCn2c(=O)c3cccn3c3ccccc32)c1
29	CCOC(=O)c1cc(C(C)(C)C)nc(SC)c1C#N
30	Cc1nnnn1/C(=C\c1ccccc1)C(=O)OCC(=O)N1CC2(C)CC1CC(C)(C)C2 (stereo not given)
31	COc1ncnc(NS(=O)(=O)c2ccc(N)cc2)c1OC
32	CC(C)CNS(=O)(=O)c1ccc(CCC(=O)NCc2cccnc2)cc1
Screen / compound no. | 25 | 26 | 27 | 28 | 29 | 30 | 31 | 32
procasp7 counter | 1 | 11 | 5 | 3 | 1 | -5 | -3 | 2
MEP2 TOR yeast | 103 | 91 | 105 | 99 | 91 | 86 | 94 | 105
LAP4 TOR yeast | 113 | 94 | 91 | 97 | 94 | 85 | 97 | 104
ZTA DNA inh | 6 | -5 | -3 | 6 | -17 | 13 | -5 | -2
procasp3 activ | 7 | -1 | 0 | 4 | -3 | -11 | 0 | -2
EBNA-1 inh | 4 | . | -3 | 4 | -6 | 20 | -8 | 4
RPL19A TOR yeast | 100 | 96 | 108 | 99 | 93 | 90 | 99 | 111
AHR activator | 0 | 4 | 1 | -4 | -2 | 3 | -3 | 0

33	C=CCn1ccc(=NC=C(C#N)C#N)c2ccccc21
34	COc1ccc(NC(C#N)c2ccccc2OCc2ccccc2)cc1 (stereo not given)
35	Clc1ccc2scc(CN3CCCCC3)c2c1
36	COc1cccc(N2C(N)=NC(N)=NC2(C)C)c1
37	O=C(Cn1c(O)c(N=NC(=O)c2ccncc2)c2ccccc21)Nc1ccccc1
38	CC(=O)N1CCN(CC(=O)Nc2cc([N+](=O)[O-])ccc2Cl)CC1
39	O=C(NC1CCCCCC1)C1CCN(C(=O)c2ccc(Cl)cc2)CC1
40	COc1cc(CNS(=O)(=O)CCl)cc(OC)c1OC
Screen / compound no. | 33 | 34 | 35 | 36 | 37 | 38 | 39 | 40
procasp7 counter | -3 | 0 | 11 | 4 | 12 | 10 | 16 | 9
MEP2 TOR yeast | 104 | 90 | 136 | 103 | 104 | 104 | 101 | 104
LAP4 TOR yeast | 110 | 97 | 101 | 102 | 118 | 103 | 101 | 107
ZTA DNA inh | 6 | 18 | -1 | 1 | -1 | 3 | 2 | 13
procasp3 activ | -8 | -6 | 10 | -3 | 9 | 8 | 0 | 2
EBNA-1 inh | 4 | 5 | 8 | -6 | -7 | 3 | . | .
RPL19A TOR yeast | 97 | 101 | 103 | 102 | 100 | 99 | 101 | 96
AHR activator | 22 | 18 | 3 | 5 | 2 | -2 | 1 | 0

Compounds listed so far that have two or more sulfur atoms (2):
15	O=C(CSc1nc2ccccc2c(=O)n1-c1ccccc1Cl)Nc1cccc(S(=O)(=O)N2CCOCC2)c1
18	CCCc1cc(=O)[nH]c(SCC(=O)Nc2ccc(C)c(S(=O)(=O)N3CCCCC3)c2)n1
Screen / compound no. | 15 | 18
procasp7 counter | -7 | -5
MEP2 TOR yeast | 101 | 98
LAP4 TOR yeast | 95 | 104
ZTA DNA inh | -1 | 14
procasp3 activ | 1 | -2
EBNA-1 inh | -8 | .
RPL19A TOR yeast | 103 | 96
AHR activator | 3 | 1

Continuation.
41	O=C(COc1ccc(/C=C2/NC(=O)NC2=O)cc1)Nc1ccc(F)cc1
42	CC(Sc1ncnc2sc(-c3ccccc3)cc12)C(=O)N1CCNC1=O (stereo not given)
43	O=C(Cc1ccccc1)Nc1ccc(N2CCOCC2)cc1
44	COCCn1c(SCC(=O)N(C)C2CCS(=O)(=O)C2)nc2ccccc2c1=O (stereo not given)
45	O=C(NNC(=S)NCc1ccccc1)c1ccc(Br)cc1
46	Nc1nc(Cl)cc(Oc2ccc(Cl)cc2)n1
47	Cc1ccc(S(=O)(=O)N2Cc3ccccc3CC2C(=O)Nc2cc(C)on2)cc1 (stereo not given)
48	CN(Cc1ccccc1)S(=O)(=O)c1ccc(NC(=S)NC(=O)C(C)(C)C)cc1
Screen / compound no. | 41 | 42 | 43 | 44 | 45 | 46 | 47 | 48
procasp7 counter | 5 | -4 | 0 | 1 | -2 | 4 | 3 | 3
MEP2 TOR yeast | 101 | 92 | 119 | 111 | 122 | 97 | 101 | 88
LAP4 TOR yeast | 88 | 90 | 105 | 107 | 109 | 115 | 102 | 86
ZTA DNA inh | -2 | -7 | 14 | -8 | -20 | 5 | -11 | -13
procasp3 activ | -2 | 4 | -5 | 0 | -4 | 1 | 3 | -2
EBNA-1 inh | -1 | . | 4 | -5 | 2 | 6 | -7 | 4
RPL19A TOR yeast | 101 | 95 | 105 | 99 | 103 | 101 | 98 | 94
AHR activator | -1 | 3 | 10 | 2 | -1 | 0 | 0 | 1

49	C=CCn1c(SCC(=O)Nc2ccc(S(N)(=O)=O)cc2)nnc1-c1cnccn1
50	O=c1[nH][nH]c(-c2ccccc2)c1C=Nc1ccccc1Cl
51	CC(C)N1CC(C(=O)O)CC1=O (stereo not given)
52	CCOC(=O)C1(Cc2cccc(Cl)c2)CCCN(C(=O)c2cc(C)n(C)n2)C1 (stereo not given)
Screen / compound no. | 49 | 50 | 51 | 52
procasp7 counter | 4 | -4 | -5 | 10
MEP2 TOR yeast | 108 | 103 | 100 | 97
LAP4 TOR yeast | 93 | 106 | 94 | 90
ZTA DNA inh | -8 | 14 | -12 | -7
procasp3 activ | 4 | 3 | -6 | -3
EBNA-1 inh | -8 | 9 | -9 | -10
RPL19A TOR yeast | 104 | 100 | 99 | 99
AHR activator | 0 | 5 | -1 | 1
